# Screens deposited in PubChem BioAssay by Johns Hopkins Ion Channel Center.
# ANO1 block = inhibitors of mouse TMEM16A calcium-activated chloride channel; Q8BHY3; HEK293 TMEM16A/YFP iodide influx fluorescence, ionomycin; normalized B-score (activity score, 25-100; higher = stronger inhibition) at 10 µM; actives 1.2% (n = 310,000);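 active = ratio plate-corrected score three or more library SD toward inhibition, starting fluorescence score within five deviations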;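 note: score derived from kinetic fluorescence span divided by baseline fluorescence per well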
# Target sequence (Q8BHY3 whole entry, looked up): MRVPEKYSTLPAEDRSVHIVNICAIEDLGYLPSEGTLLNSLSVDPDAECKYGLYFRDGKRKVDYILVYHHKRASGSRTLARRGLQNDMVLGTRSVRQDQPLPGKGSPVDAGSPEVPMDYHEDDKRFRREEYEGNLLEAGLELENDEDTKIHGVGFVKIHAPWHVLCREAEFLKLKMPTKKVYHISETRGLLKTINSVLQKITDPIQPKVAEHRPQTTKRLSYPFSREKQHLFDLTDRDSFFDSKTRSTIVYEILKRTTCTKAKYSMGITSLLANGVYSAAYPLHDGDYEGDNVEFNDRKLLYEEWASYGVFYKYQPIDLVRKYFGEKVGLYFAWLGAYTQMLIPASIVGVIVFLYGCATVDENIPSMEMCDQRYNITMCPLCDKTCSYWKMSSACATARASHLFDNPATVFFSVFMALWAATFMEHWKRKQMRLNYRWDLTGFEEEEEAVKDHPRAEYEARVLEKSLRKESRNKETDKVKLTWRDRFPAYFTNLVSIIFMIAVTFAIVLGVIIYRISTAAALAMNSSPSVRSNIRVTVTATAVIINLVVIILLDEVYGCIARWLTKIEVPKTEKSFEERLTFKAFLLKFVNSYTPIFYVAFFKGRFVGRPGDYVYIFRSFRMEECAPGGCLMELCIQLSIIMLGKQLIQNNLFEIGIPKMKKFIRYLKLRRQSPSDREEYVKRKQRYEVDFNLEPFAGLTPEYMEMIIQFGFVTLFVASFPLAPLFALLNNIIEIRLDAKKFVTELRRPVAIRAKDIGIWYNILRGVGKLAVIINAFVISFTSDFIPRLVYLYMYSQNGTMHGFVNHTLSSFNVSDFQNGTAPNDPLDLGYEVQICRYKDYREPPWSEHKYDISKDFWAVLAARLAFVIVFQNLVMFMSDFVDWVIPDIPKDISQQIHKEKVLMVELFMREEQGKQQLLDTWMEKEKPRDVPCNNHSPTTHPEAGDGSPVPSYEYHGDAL
# KCNQ1 inh = blocks the human KCNQ1 potassium channel; P51787; CHO-K1 KCNQ1, FluxOR thallium flux fluorescence; stronger effect = higher value; B-score at 10 µM; actives 1.3% (n = 310,000); AID 2642;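 active = compounds whose thallium flux B-score, printed positive for inhibition, exceeds three library SD while starting fluorescence stays within three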;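 note: channel opened by potassium depolarization with thallium stimulus after 20 min compound exposure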
# MrgX1 agonist = agonists of human MrgX1 receptor | MrgX1-HEK293 cells, Fluo-4 calcium fluorescence, agonist mode; stronger effect = higher value | Q96LB2 | B-score at 10 µM | actives 0.44% (n = 310,000);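 active = calcium response B-score plate-corrected fluorescence ratio at least 3 library SD, with starting fluorescence B-score inside 5 SD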
#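 Material: MrgX1-expressing HEK293 cells; input: 15,000 cells per well; doses: test compound given as first of three sequential additions; schedule: overnight plating before 1 h dye loading; technique: Fluo-4 NW calcium-flux fluorescence, kinetic read; evaluation: baseline-normalised fluorescence change ratio, B-scored; control set: plate-wise positive and negative controls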
# RGS4 pot = potentiators or activators of RGS4; HEK293 M3R/inducible RGS4, carbachol calcium flux Fluo4; stronger effect = lower value; B-score at 10 µM; actives 0.92% (n = 310,000); AID 463111;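 active = B-score of the integrated calcium signal more than 4 SD below the library mean, with starting fluorescence not abnormally high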;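 note: negative B-score means reduced calcium response which marks RGS4 activation or potentiation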
#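 System – HEK293 FlpIn-TREx cells, stable M3R, doxycycline-inducible RGS4 · Reagent – ECmax carbachol challenge · Times – compound preincubation 20 min at room temperature before agonist · Technique – Fluo4 fluorescence kinetic imaging of calcium · Measure – B score of integrated Fluo4 ratio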
# KCNQ1 act = potentiates or activates the human KCNQ1 potassium channel. B-score at 10 µM. CHO-K1 KCNQ1, thallium flux FluxOR fluorescence; stronger effect = higher value. actives 0.35% (n = 310,000). P51787;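 active = fluorescence ratio B-score, a plate-corrected score, at least three library SD, with initial intensity B-score within 5 SD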
#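 Medium – assay buffer, equal DMSO in all wells · Material – CHO-K1 cell line with stable KCNQ1 potassium channel expression · Signal – kinetic FluxOR thallium fluorescence, 10-s 1-Hz baseline, 110-s post-stimulus read · Compound – single concentration per compound, DMSO matched to controls · Schedule – 37 °C overnight plating, 90-min dark dye load, 20-min compound pretreatment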
# RGS4 inh = inhibitors of human RGS4. P49798. HEK293 M3R/RGS4 inducible, Fluo-4 calcium flux; stronger effect = higher value; triggered by carbachol at its EC20. B-score at 10 µM. actives 0.45% (n = 310,000). AID 463165;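 active = B-score, a plate-corrected calcium signal, over three deviations above library mean, with baseline fluorescence within five deviations of library mean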;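 note: RGS4 expression induced by doxycycline in cells with stable M3 receptor; B-score is computed from the integrated fluorescence ratio over baseline after carbachol; higher B-score means a larger calcium signal and so more RGS4 inhibition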
# KCNK3 block = human KCNK3 channel inhibition, primary screen; CHO-KCNK3 thallium flux, FluxOR fluorescence; stronger effect = lower value; AID 602410; B-score at 10 µM; actives 0.84% (n = 340,000); O14649;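 active = B-score under library mean minus 4 SD, starting fluorescence ratio at most library mean plus 5 SD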;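 note: more negative B-score means stronger inhibition of thallium flux through KCNK3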
# KCNK9 block = inhibitors of human KCNK9 two-pore domain potassium channel. HEK293 KCNK9, FluxOR thallium flux fluorescence; stronger effect = lower value. actives 1.2% (n = 310,000). B-score at 10 µM. Q9NPC2;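 active = ratio B-score over 3 SD below the library mean, with starting fluorescence within 5 SD of its mean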;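 note: negative B-score means less thallium flux so channel inhibition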
# ANO1 activ = mouse TMEM16A channel activation, primary screen; Q8BHY3; HEK293 TMEM16A/YFP-H148Q/I152L, iodide quench fluorescence; stronger effect = lower value; B-score at 10 µM; actives 0.3% (n = 340,000); AID 623877;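 active = fluorescence-ratio B-score plate-corrected deviation score at least 3 library SD below zero, with starting fluorescence score within 5 deviations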;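 note: channel opened by trigger with iodide after compound preincubation; score built on the fluorescence ratio of max minus min over baseline; more negative score means more quench and so TMEM16A activation or potentiation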
# MrgX1 PAM = allosterically activates human MrgX1 receptor signaling; Q96LB2; B-score at 10 µM; MrgX1-HEK293, Fluo-4 calcium flux, FDSS; stronger effect = higher value; actives 0.63% (n = 310,000);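 active = plate-corrected calcium response at least 3 library SD above typical, normal starting fluorescence, not activating the receptor alone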;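 note: compound read alongside a low EC10 to EC30 dose of BAM8-22 agonist; peak minus trough fluorescence over baseline measured at the second addition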
# hERG rescue = compounds protecting human hERG from proarrhythmic drug block; activation (rescue from dofetilide block), less the hit threshold, % at 10 µM; Q12809; CHO-hERG, FluxOR thallium flux, dofetilide IC70 present; actives 0.51% (n = 310,000);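 active = activation above the mean of controls blocked by dofetilide plus 5 SD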;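 note: thallium influx through hERG after potassium depolarization seen as dye fluorescence rise; in these data hits start at about 4.7%; inactives centre near -7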
# The depositor's hits bear a star; i = inactive; / = no result given.
SMILES,ANO1 block,KCNQ1 inh,MrgX1 agonist,RGS4 pot,KCNQ1 act,RGS4 inh,KCNK3 block,KCNK9 block,ANO1 activ,MrgX1 PAM,hERG rescue
CCOC(=O)c1[nH]c2ccc(Br)cc2c1NC(=O)CCN1CCN(C(=O)OCC)CC1,i,i,i,i,i,i,i,i,i,i,-16
COc1ccccc1CCNS(=O)(=O)c1cn(C)c(=O)n(C)c1=O,i,i,i,i,i,i,i,i,i,i,-7
CCN(CC)S(=O)(=O)c1ccc(C)c(NC(=O)COc2ccc(Cl)cc2Br)c1,i,i,i,i,i,i,i,i,i,i,-10
CCCCn1c(=O)c(CCC(=O)OC(C)C(=O)Nc2cccc(Cl)c2Cl)nc2ccccc21 (configuration not stated),i,i,i,i,i,i,i,i,i,i,-4
Cn1cnc2cc(NC(=O)c3ccco3)ccc21,i,i,i,i,i,i,i,i,i,i,-7
CCn1c(=O)c(C(=O)Nc2ccc(C)cc2)c(O)c2ccccc21,i,i,i,i,i,i,i,i,i,i,-6
Cc1ccc(NC(=O)C2C3CCC(O3)C2C(=O)O)c(Br)c1 (configuration not stated),i,i,i,i,i,i,i,i,i,i,-3
CC(C)C(=O)Nc1ccc(NC(=O)c2cccc3c(Br)cccc23)cc1,i,i,i,i,i,i,i,i,i,i,-7
Cc1sc2nc(COC(=O)CNC(=O)c3ccc(C(C)(C)C)cc3)[nH]c(=O)c2c1C,i,i,i,i,i,i,i,i,i,i,-10
O=C(Nc1cccc(C(F)(F)F)c1)c1cc(-c2cccs2)on1,i,i,i,i,i,i,i,i,i,i,-7
COc1cc(OC)c2c(c1)O/C(=C\c1ccccc1)C2=O,i,i,i,i,i,i,i,i,i,i,-6
CC(NC(=O)c1ccccc1NC(=O)CSc1nnnn1C)c1ccccc1 (configuration not stated),i,i,i,i,i,i,i,i,i,i,-3
O=C(Nc1ccccc1C(F)(F)F)c1cccnc1,i,i,i,i,i,i,i,i,i,i,-11
CSCCC(NS(=O)(=O)c1ccc(C)cc1)C(=O)N1CCN(S(=O)(=O)c2ccc(F)cc2)CC1 (configuration not stated),i,i,i,i,i,i,i,i,i,i,-16
COC(=O)Cn1c(=O)c2c(nc3n2CC(C)CN3Cc2ccccc2)n(C)c1=O (configuration not stated),i,i,i,i,i,i,i,i,i,i,-4
COc1ccc(/C=N/NC(=O)CCNc2n[nH]c(=O)[nH]c2=O)c(OC)c1,i,i,i,i,i,i,i,i,i,i,-7
Brc1ccc(C2=CSC3=NCCN23)cc1,i,i,i,i,i,i,i,i,i,i,-7
COc1ccc(OCC(=O)Nc2ccc3oc(-c4ccncc4)nc3c2)cc1,i,i,i,i,i,i,i,i,i,i,-1
O=C(NCC(c1ccco1)N1CCN(c2ccc(F)cc2)CC1)C(=O)NC1CC1 (configuration not stated),i,i,i,i,i,i,i,i,i,i,-8
CCOC(=O)c1sc(NC(=O)CSc2nc3ccccc3o2)c(C(=O)OCC)c1C,i,i,i,i,i,i,i,i,i,i,-9
O=C(c1cccs1)N(Cc1ccc(F)cc1)C1CCS(=O)(=O)C1 (configuration not stated),i,i,i,i,i,i,i,i,i,i,-1
CC(=O)N(Cc1ccc(F)cc1)c1cccc(C)c1C,i,i,i,i,i,i,i,i,i,i,-10
O=C(Nc1ccccc1N1CCCCC1)c1ncoc1-c1cccc(F)c1,i,i,i,i,i,i,i,i,i,i,-12
C/C(=N/NS(=O)(=O)c1cccc([N+](=O)[O-])c1)c1c[nH]c2ccccc12,i,i,i,i,i,i,i,i,i,i,-5
O=S(=O)(c1ccccc1)[C@@]1(c2ccc(Br)cc2)C[C@@H]2ON=C(c3ccccc3)[C@@H]2C1,i,i,i,i,i,i,i,i,i,i,-6
CCC(=O)NNc1nc2c(Cl)cccc2s1,i,i,i,i,i,i,i,i,i,i,-20
CCCCc1nnc(NC(=O)C2CC(=O)N(Cc3ccccc3)C2)s1 (configuration not stated),i,i,i,i,i,i,i,i,i,i,-9
Cc1noc(NC(=O)c2c(-c3c(Cl)cccc3Cl)noc2C)c1[N+](=O)[O-],i,i,i,i,i,i,i,i,i,i,-5
COc1cc(C(=O)OCc2cc3ccccc3[nH]c2=O)cc(OC)c1OC,i,i,i,i,i,i,i,i,i,i,-3
CN1C(=O)c2ccccc2C(C(=O)NCC2CCCO2)C1c1c[nH]c2ccccc12 (configuration not stated),i,i,i,i,i,i,i,i,i,i,-13
O=C(CNC(=O)c1nc[nH]c1C(=O)NCc1ccccc1)OCc1ccccc1,i,i,i,i,i,i,i,i,i,i,-23
O=C(N/N=C/c1ccc(OC2CSC2)cc1)c1ccc(CN2CCOCC2)cc1,i,i,i,i,i,i,i,i,i,i,-2
CN1C(=S)SC(/[N+]([O-])=C\c2ccco2)C1(C)C (configuration not stated),i,i,i,i,i,i,i,i,i,i,-1
CCC1(CC)C(=O)C2=C3C1[C@H](C(=O)OC)C=C(C(=O)OC)C[C@H]3n1c(=O)n(-c3ccccc3)c(=O)n1[C@H]2C (some centres not stated),i,i,i,i,i,i,i,i,i,i,-9
COc1ccc(C2/C=C\CNCC(=O)N2Cc2ccc(F)cc2)cc1 (configuration not stated),i,i,i,i,i,i,i,i,i,i,-5
COc1ccccc1CCNC(=O)C1CCN(c2nnc(C)c3c(C)n(-c4ccc(C)cc4)nc23)CC1,i,i,i,i,i,i,i,i,i,i,-12
CCc1cccc(Nc2cc(C)nc3nc(C)nn23)c1,i,i,i,i,i,i,i,i,i,i,-8
c1ccc(Cn2ncc3ccccc32)cc1,i,i,i,i,i,i,i,i,i,i,-7
Cc1ccc(CCNC(=O)C2CCN(S(=O)(=O)c3ccc4c(c3)CCC(=O)N4)CC2)cc1,i,i,i,i,i,i,i,i,i,i,-3
Cc1ccc(OCC(=O)NCC2CCCO2)c(C)c1 (configuration not stated),i,i,i,i,i,i,i,i,i,i,-8
Cc1ccc(Cn2ncc3c(NCCN(C)C)ncnc32)cc1,i,i,i,i,i,i,i,i,i,i,-9
Nc1cccc(-c2nc3ccccc3s2)c1,i,i,i,i,i,i,i,i,i,i,-4
COC(=O)c1ccc(NC(=S)N2CCN(CCO)CC2)cc1,i,i,i,i,i,i,i,i,i,i,-6
Cc1nc(NC(=S)NC(=O)c2ccccc2)sc1C(=O)N(C)C,i,i,i,i,i,i,i,i,i,i,-12
O=C1CCN(C(=O)c2ccccc2)C2CCCCC12 (configuration not stated),i,i,i,i,i,i,i,i,i,i,-5
O=C(CC1C(=O)NCCN1Cc1ccc(F)cc1)NCCCn1cccn1 (configuration not stated),i,i,i,i,i,i,i,i,i,i,-6
CCOC(=O)N1CCN(c2nc(-c3cccc(OC)c3)cc(C(F)(F)F)n2)CC1,i,i,i,i,i,i,i,i,i,i,-8
CCOC(=O)Cc1csc(NC(=O)CSc2nccn2C)n1,i,i,i,i,i,i,i,i,i,i,-5
Clc1ccccc1Nc1c2c(nc3ncnn13)CCC2,i,i,i,i,i,i,i,i,i,i,-12
O=C(CCc1nnc2ccc(NCc3ccco3)nn12)N1CCN(c2ccc(F)cc2)CC1,i,i,i,i,i,i,i,i,i,i,-7

# Remaining list, next part
SMILES,ANO1 block,KCNQ1 inh,MrgX1 agonist,RGS4 pot,KCNQ1 act,RGS4 inh,KCNK3 block,KCNK9 block,ANO1 activ,MrgX1 PAM,hERG rescue
Nc1ccc(C(=O)Nc2cccc(N)c2)cc1,i,i,i,i,i,i,i,i,i,i,-4
CCOc1ccc2[nH]c(=O)c(CN(Cc3cccs3)C(CC)c3nnnn3C(C)(C)CC)cc2c1 (configuration not stated),/,i,/,i,i,i,i,i,i,/,-10
CCOc1ccccc1NS(=O)(=O)c1cn(C)nc1C,i,i,i,i,i,i,i,i,i,i,-6
CCOC(=O)c1cnc2cc(-c3ccc(C(C)(C)C)cc3)nn2c1N,i,i,i,i,i,i,i,i,i,i,-4
COc1ccc(OC)c(C(=O)c2ccc(C(=O)c3cc(OC)ccc3OC)cc2)c1,i,i,i,i,i,i,i,i,i,i,-1
Cc1cc(C)c(NC(=O)CSc2nc(=O)n(CCN3CCOCC3)c3c2CCCC3)c(C)c1,i,i,i,i,i,i,i,i,i,i,-10
O=C(NCCCc1nc2ccccc2[nH]1)c1ccco1,i,i,i,i,i,i,i,i,i,i,-12
CCCOc1ccc(N2C(=O)CC(N(CCc3ccc(OC)cc3)C(=O)c3ccccc3)C2=O)cc1 (configuration not stated),i,i,i,i,i,i,i,i,i,i,-12
COc1ccc(OC)c(C2=NS(=O)(=O)N(C)C(C(=O)NCc3cccs3)=C2)c1,i,i,i,i,i,i,i,i,i,i,-10
COc1ccccc1Nc1ccc(C(=O)O)cc1[N+](=O)[O-],i,i,i,i,i,i,i,i,i,i,-9
CCCN(CCC)C(=O)CSc1nc2ccccc2c(=O)n1CC1COc2ccccc2O1 (configuration not stated),i,i,i,i,i,i,i,i,i,i,-8
CCOC(=O)c1cc(-c2nnc(-c3cc(OC)c(OC)c(OC)c3)o2)c(C)nc1C,i,i,i,i,i,i,i,i,i,i,-6
Cc1cc(C)c2cc(CN(CCO)C(=O)NC3CCCCC3)c(=O)[nH]c2c1,i,i,i,i,i,i,i,i,i,i,-14
C=C(C)C(=O)NNc1ccccc1,i,i,i,i,i,i,i,i,i,i,-6
Cc1ccc2[nH]c(=O)c(CNS(=O)(=O)c3ccccc3)c(-c3ccccc3)c2c1,i,i,i,i,i,i,i,i,i,i,-15
CCOC(=O)C1(Cc2cccc(F)c2)CCN(CC2CC2)CC1,i,i,i,i,i,i,i,i,i,i,-1
CCN(CC)c1ccc(S(=O)(=O)N2CCOCC2)cc1NC(=O)CN1CCc2ccccc2C1,i,i,i,i,i,i,i,-10*,i,i,-3

# Random draw from the library, and some 6.3% of all compounds hit somewhere here.
